Screens: PubChem, several laboratories
FLuc act counter: affects firefly luciferase, flagging false hits in luciferase stimulation screens. ATPlite luciferase biochemical, luminescence, 10 min; 0 = ATP-free wells, 1 = DMSO control. activation factor at 10 µM. 200,000 tested, under 10 active. AID 1027;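 active = luciferase activation factor, scaled between plate controls, of at least 2 with compound at 10 µM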
Target sequence (P08659 whole entry, looked up): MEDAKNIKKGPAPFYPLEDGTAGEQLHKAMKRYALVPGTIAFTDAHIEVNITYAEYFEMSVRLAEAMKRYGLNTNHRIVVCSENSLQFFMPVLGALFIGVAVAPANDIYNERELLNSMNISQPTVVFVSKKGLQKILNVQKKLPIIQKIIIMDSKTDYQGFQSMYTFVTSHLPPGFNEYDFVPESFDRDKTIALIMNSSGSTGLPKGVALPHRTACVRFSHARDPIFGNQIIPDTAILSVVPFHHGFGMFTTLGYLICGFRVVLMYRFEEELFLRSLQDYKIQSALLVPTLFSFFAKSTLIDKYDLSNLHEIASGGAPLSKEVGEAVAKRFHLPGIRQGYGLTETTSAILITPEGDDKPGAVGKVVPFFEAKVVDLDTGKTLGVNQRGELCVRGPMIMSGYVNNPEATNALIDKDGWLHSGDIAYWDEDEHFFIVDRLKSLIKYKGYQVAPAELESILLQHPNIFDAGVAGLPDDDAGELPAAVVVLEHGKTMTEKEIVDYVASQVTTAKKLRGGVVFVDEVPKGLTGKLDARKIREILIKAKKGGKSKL
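test system = cell-free luciferase reagent | medium = PBS as buffer for the ATP substrate | dosing = test compounds dosed from 2 mM stocks in 100% DMSO | incubation = 10 min at ambient temperature | detection = luminescence measurement of luciferase light output | benchmarks = low control with PBS replacing ATP, high control enzyme plus ATP without compound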
bIAP act: increases bovine intestinal alkaline phosphatase activity; purified bovine IAP, CDP-star luminescence, 30 min; stronger effect = higher value; fold of DMSO-control signal, blank-subtracted; activation factor at 20 µM; 200,000 compounds, 0.17% hits;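 active = activation factor of 2 or more at 20 µM, a signal rise over negative controls twice the positive control's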
PMI activator: increases human mannose-6-phosphate isomerase activity; P34949; purified human PMI, coupled resazurin fluorescence, 20 min; stronger effect = higher value; 1 = vehicle control, 0 substrate-free wells; activation factor at 20 µM; 190,000 compounds, 0.005% hits; AID 1214;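 active = activation factor of 2 or more at 20 µM, relative to plate controls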
Target sequence (P34949 whole entry, looked up): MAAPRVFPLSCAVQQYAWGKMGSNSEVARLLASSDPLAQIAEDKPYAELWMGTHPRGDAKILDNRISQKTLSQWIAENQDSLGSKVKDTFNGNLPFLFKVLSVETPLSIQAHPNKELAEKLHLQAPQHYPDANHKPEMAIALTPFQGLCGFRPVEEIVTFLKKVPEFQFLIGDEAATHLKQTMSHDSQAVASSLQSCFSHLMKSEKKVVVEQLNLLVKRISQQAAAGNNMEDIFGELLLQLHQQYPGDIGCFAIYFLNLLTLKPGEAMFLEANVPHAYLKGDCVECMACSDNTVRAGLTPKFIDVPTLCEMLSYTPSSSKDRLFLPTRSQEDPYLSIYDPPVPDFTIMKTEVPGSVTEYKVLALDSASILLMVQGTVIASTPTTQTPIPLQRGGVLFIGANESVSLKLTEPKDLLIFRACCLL
FLuc inhib CS: Photinus pyralis luciferase inhibition counter-screen; ATPLite firefly luciferase biochemical luminescence, 10 min; inhibition, % at 10 µM; 200,000 compounds, 1.5% hits; P08659;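 active = inhibition above about 50% when tested at 10 µM, limit read from the data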
TNAP inh hiacc: inhibitors of human TNAP at high phosphate acceptor concentration. P05186. purified TNAP, CDP-star luminescence, 1 M DEA. inhibition, % at 20 µM. 200,000 compounds, 0.03% hits. AID 1135;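 active = over 50% inhibition of tissue-nonspecific alkaline phosphatase at 20 µM in the single-dose screen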;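 also: plate controls were DMSO wells for no effect and EDTA-quenched wells as full inhibition for full effect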
APP 5'UTR act: APP 5'UTR luciferase reporter activation | AID 1276 | activation, % at 2 µM | 190,000 compounds, 1% hits | SH-SY5Y APP 5'UTR luciferase reporter, luminescence; zero percent = DMSO vehicle wells;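 active = activation above a set limit, based on mean plus 3 SD of controls, cut at about 140% in these data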; also: values of inactives mirror those of a sister screen read the other way
NF-kB neuron act: raises NF-kB expression in human neuronal cells; NF-kB reporter expression; stronger effect = higher value; fold change at 12.5 µM; 190,000 compounds, 1.6% hits; in the data active = fold change above about 3.3
PMI act satM6P: activators of human phosphomannose isomerase at near-saturating mannose 6-phosphate; P34949; coupled PMI enzyme assay, resazurin fluorescence, 20 min; stronger effect = higher value; 1 = untreated enzyme, 0 = substrate-free blank; activation factor at 20 µM; 190,000 compounds, 0.34% hits;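 active = activation factor of 2 or more at 20 µM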
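Material: human phosphomannose isomerase with PGI, G6PDH, diaphorase coupling enzymes; amount: PMI at 15 ng/mL final; also added: Mannose-6-phosphate 1.0 mM (near-saturating) plus 0.22 mM NADP+; incubation: enzyme reaction with compound 20 min at room temperature; signal: resorufin fluorescence (Ex 544/Em 590 nm) from resazurin via diaphorase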
TNAP act hiacc: activators of human TNAP at high phosphate acceptor concentration | P05186 | purified TNAP, CDP-star luminescence, 1 M DEA, 30 min; stronger effect = higher value; 0 = EDTA background, 1 = DMSO-only activity | activation factor at 20 µM | 200,000 tested, under 10 active | AID 1136;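 active = activation factor at least 2 at 20 µM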
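Dosing: 20 µM single point. System: human TNAP. Amount: TNAP 1/800 final. Incubation: 30 min, room temperature. Read-out: TNAP activation factor scaled between EDTA and DMSO control wells. Signal: luminescence from CDP-star hydrolysis. Medium: 1 M DEA, pH 9.8, Mg2+, Zn2+. Control set: EDTA negative control, DMSO positive control.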
TNAP inh noacc: inhibitors of human TNAP without phosphate acceptor; P05186; purified TNAP, CDP-star luminescence, 30 min; 200,000 compounds, 0.26% hits; inhibition, % at 20 µM; AID 1012;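 active = tissue-nonspecific alkaline phosphatase inhibition above about 50% at 20 µM in the single-dose screen, limit read from the data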;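 also: 0% = DMSO negative control and 100% = EDTA positive control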
Active calls of the source: *; · = not tested or not shown.

SMILES | FLuc act counter | bIAP act | PMI activator | FLuc inhib CS | TNAP inh hiacc | APP 5'UTR act | NF-kB neuron act | PMI act satM6P | TNAP act hiacc | TNAP inh noacc
Cc1sc2ncnc(OCc3nnc(-c4cccs4)o3)c2c1C | 1 | 1 | 1 | -2 | -4 | -6 | 1.3 | 1 | 1 | -10
CCn1c(CSc2nc3ccccc3s2)nnc1SCC(N)=O | 1 | 1 | 0.9 | -1 | 1 | -2 | 0.98 | 1 | 1 | -8
Cc1oc2c(cc(NS(=O)(=O)c3ccc4c5c(cccc35)C(=O)N4)c3ccccc32)c1C(=O)OC(C)C | 1.1 | 1 | 0.8 | -9 | 1 | -17 | 0.64 | 0.5 | 1 | 10
O=C(COc1ccccc1-c1ccccc1)N/N=C/c1ccccn1 | 1.1 | 1.1 | 1.1 | -6 | -4 | -13 | 0.79 | 1.2 | 1 | -3
COCCNC(=O)NC(=O)CSc1nc(C)c(C)c(C)n1 | 1 | 0.7 | 1 | -3 | -7 | 0 | 1.2 | 1.1 | 1.1 | -17
COc1ccc(Cc2nc(-c3ccc(Br)cc3)no2)cc1 | 1.1 | 0.8 | 0.7 | -12 | -6 | 10 | 1.3 | 0.9 | 1.1 | -5
COCCn1c(-c2ccccc2F)n[nH]c1=S | 1 | 1 | 1 | -1 | -1 | 9 | 1.2 | 1 | 1 | 46
CS(=O)(=O)NCCSCc1ccccc1 | 1 | 1 | 0.9 | -3 | -2 | -6 | 1.1 | 0.9 | 1 | -8
COc1ccc(NC(=O)C(NC(C)=O)C(=O)NCc2ccccc2Cl)cc1 (stereo not drawn) | 1 | 1 | 1 | 0 | 1 | 4 | 0.87 | 1 | 1 | -2
O=[N+]([O-])c1cc(-c2nc3nc4ccccc4nc3n2CCc2ccccc2)cc([N+](=O)[O-])c1 | 1 | 0.9 | 1 | 0 | -6 | 2 | 1.1 | 1 | 1.1 | -7
COc1cc(Cn2c(-c3nonc3N)nc3ccccc32)ccc1C | 1.1 | 0.9 | 1 | -9 | -2 | -90 | 0.98 | 0.9 | 1 | -12
O=C(COC(=O)/C=C/c1ccc([N+](=O)[O-])cc1)NCC1CCCO1 (stereo not drawn) | 1 | 1.1 | 1.1 | 1 | 4 | 8 | 1.1 | 1.1 | 1 | 2
COc1ccc(CC(=O)N2CCN=C2SC)cc1OC | 1 | 1.1 | 1 | -2 | -1 | 14 | 1 | 0.9 | 1 | -4
O=C(Nc1ccc(F)cc1)Nc1nnc(-c2ccco2)s1 | 1 | 1 | 1.2 | 2 | -4 | 107 | 1.4 | 1.1 | 1 | 8
CCn1cc(C(=O)N2CC=C(c3ccccc3)CC2)c(=O)c2ccc(C)nc21 | 1.1 | 1 | 1 | -6 | -4 | -8 | 1.3 | 0.8 | 1 | -10
CCN(Cc1ccccc1)S(=O)(=O)c1ccc(C(=O)Nc2nnc(-c3ccccc3OC)o2)cc1 | 1 | 1.1 | 1.1 | 0 | 0 | -25 | 0.95 | 1.2 | 1 | -12
CC(Oc1ccccc1)C(=O)Nc1nnc(C2CCCCC2)s1 (stereo not drawn) | 1.1 | 1 | 1 | -5 | -4 | 55 | 1.8 | 0.9 | 1 | -9
Oc1ccccc1-c1nnc(-c2ccc(C(F)(F)F)cc2)o1 | 1 | 1.1 | 1.1 | 1 | -4 | 47 | 1.9 | 1.1 | 1 | -28
O=C(CN1CCN(c2ccc([N+](=O)[O-])cc2)CC1)Nc1ccccn1 | 1.1 | 1.1 | 1 | -5 | 9 | -6 | 1.2 | 0.9 | 0.9 | 11
Cc1cnc(C)c(N2CCC(C(=O)NC(C)c3cccs3)CC2)n1 (stereo not drawn) | 1 | 1.1 | 1 | -4 | -3 | 14 | 2.4 | 0.9 | 1 | -8
CNC(=O)CSc1nnc(-c2cccs2)o1 | 1.1 | 0.9 | 1 | -11 | -6 | 13 | 1 | 1 | 1.1 | -3
CCOc1ccc2nc(NC(=O)CN3CCC(n4nnc5cc(F)ccc54)CC3)sc2c1 | 1.1 | 1 | 0.8 | -7 | -4 | 20 | 0.56 | 0.9 | 1 | -10
CCCCN(C)/C=N/c1c(C#N)cnn1-c1ccc(C)cc1 | 1.1 | 0.9 | 0.9 | -5 | -3 | 7 | 1.3 | 1 | 1 | -7
COc1ccc(NC(=O)C2CC(=O)N(c3cc(C)ccc3C)C2)cc1 (stereo not drawn) | 1 | 1 | 0.9 | -2 | 0 | 9 | 1 | 0.9 | 1 | 4
Cc1ccc(S(=O)(=O)N=Nc2c(O)[nH]c3ccccc23)cc1 | 1.1 | 1 | 2.2* | -5 | -6 | 17 | 1.2 | 2.4* | 1.1 | -8
COC(=O)C(C)Sc1nc2c(c(=O)[nH]c(=O)n2C)n1CCC(C)C (stereo not drawn) | 1 | 0.9 | 1.1 | 0 | 0 | 33 | 1.1 | 1.1 | 1 | 0
Cc1ccc(CNC(=O)CSc2nc3n[nH]c(C)c3c(=N)n2-c2cccc(C)c2)cc1 | 1 | 1.6 | 1 | 0 | 1 | · | 0.43 | 1 | 1 | -25
CCOc1cc(CNCCSc2nnnn2C)cc(Br)c1OCc1ccc(F)cc1 | 1.1 | 0.9 | 1 | -6 | -3 | 12 | 0.63 | 1.1 | 1 | -17
O=C(COC(=O)c1n[nH]c2ccccc12)Nc1ccccc1 | 1 | 1 | 1.1 | 0 | -3 | 43 | 1.1 | 1 | 1 | 36
O=C1N/C(=N\N=C\c2cccs2)SC1Cc1cccc(Cl)c1 (stereo not drawn) | 1 | 1 | 1 | 1 | -4 | -5 | 1.3 | 0.8 | 1 | -8
CC(C)NC(=O)C1CCN(C(=O)N(C)C)CC1 | 1.1 | 0.8 | 1 | -9 | -5 | -9 | 1.1 | 1 | 1 | -2
NC(=O)C1CCN(C(=O)c2cc(S(=O)(=O)N3CCOCC3)ccc2Cl)CC1 | 1 | 1 | 1.1 | -2 | -4 | 2 | 1.1 | 1.1 | 1 | -1
Cn1cc([N+](=O)[O-])c(C(=O)Nc2cc(Oc3ccccc3)cc([N+](=O)[O-])c2)n1 | 1.1 | 0.8 | 0.9 | -7 | 2 | -97 | 0.72 | 1 | 1 | 9
OC(COC1CCCCC1)CN1CCN(c2ccccc2)CC1 (stereo not drawn) | 1 | 1 | 0.9 | 0 | 0 | 2 | 1.2 | 0.9 | 1 | -4
O=C(COC(=O)Cc1cccs1)Nc1ccccc1 | 1 | 0.9 | 0.9 | -4 | -2 | -17 | 1.2 | 0.9 | 1 | -10
NS(=O)(=O)c1cnccc1Nc1ccc(Cl)c(Cl)c1 | 1.1 | 1 | 0.9 | -6 | 39 | -9 | 0.94 | 0.8 | 0.6 | 15
Cn1nc(-c2ccccc2)c2nc3ccccc3nc21 | 1.1 | 0.9 | 0.9 | -8 | -3 | -4 | 1 | 0.9 | 1 | -14
CCOC(=O)N1CCN(C(=O)c2ccc3c(c2)sc2nc(-c4ccccc4)cn23)CC1 | 1 | 0.9 | 0.8 | 3 | -1 | 82 | 0.44 | 0.8 | 1 | -2
CCOc1ccc(Br)cc1/C=N/O | 1.1 | 0.9 | 0.8 | -6 | -4 | -3 | 1.2 | 0.8 | 1 | -12
O=C(O)/C=C/c1ccc(S(=O)(=O)N(CCO)CCO)cc1 | 1.1 | 1 | 0.9 | -8 | -4 | 1 | 1.1 | 1 | 1 | -4

Part of the list above, reformatted:
> NC(=O)C1CCN(C(=O)c2cc(S(=O)(=O)N3CCOCC3)ccc2Cl)CC1
  FLuc act counter: 1
  bIAP act: 1
  PMI activator: 1.1
  FLuc inhib CS: -2
  TNAP inh hiacc: -4
  APP 5'UTR act: 2
  NF-kB neuron act: 1.1
  PMI act satM6P: 1.1
  TNAP act hiacc: 1
  TNAP inh noacc: -1

> Cn1cc([N+](=O)[O-])c(C(=O)Nc2cc(Oc3ccccc3)cc([N+](=O)[O-])c2)n1
  FLuc act counter: 1.1
  bIAP act: 0.8
  PMI activator: 0.9
  FLuc inhib CS: -7
  TNAP inh hiacc: 2
  APP 5'UTR act: -97
  NF-kB neuron act: 0.72
  PMI act satM6P: 1
  TNAP act hiacc: 1
  TNAP inh noacc: 9

The list continues.
SMILES | FLuc act counter | bIAP act | PMI activator | FLuc inhib CS | TNAP inh hiacc | APP 5'UTR act | NF-kB neuron act | PMI act satM6P | TNAP act hiacc | TNAP inh noacc
CC(C)(C)C(=O)NC1CCN(S(=O)(=O)c2ccc(C(F)(F)F)cc2)CC1 | 1 | 0.8 | 1.1 | -1 | 0 | 6 | 0.97 | 1.1 | 1 | -14
CCOc1cc(NC(=S)NCCCN2CCOCC2)c(OCC)cc1NC(=O)c1ccc(OC)cc1 | 1 | 1 | · | -4 | -3 | -2 | 0.93 | · | 1 | -10
Cc1noc(C)c1COC(=O)c1cccc(S(=O)(=O)N2CCCCCC2)c1 | 1.1 | 1 | 1 | -5 | -9 | 8 | 0.63 | 0.9 | 1.1 | -10
CCNC(=S)NNC(=O)c1cccnc1 | 1 | 1 | 1 | -5 | 1 | 4 | 1.1 | 0.9 | 1 | -26
Cc1sc(N)nc1C12CC3CC(CC(C3)C1)C2 | 1 | 1 | 0.9 | -5 | -6 | 16 | 1.1 | 1 | 1.1 | -9
CCCN1Cc2cccc(C(=O)N3CCN(c4ccccc4)CC3)c2C1=O | 1 | 1.1 | 1 | -4 | -8 | -12 | 0.93 | 1 | 1.1 | -10
Clc1ccc(OCc2nc3ccccc3[nH]2)cc1 | 0.3 | 1 | 1.1 | 70* | 2 | 184* | · | 1.1 | 1 | -54
COCc1cc(C)nc(Nc2cc(C)ccc2C)c1C#N | 1 | 0.9 | 1.1 | -5 | 1 | -12 | 1.2 | 1 | 1 | 6
CCc1ccc(NC(=O)CCc2nc3cccnc3n2Cc2ccc(OC)cc2)cc1 | 1.1 | 0.9 | 0.9 | -8 | -5 | -13 | 0.9 | 1 | 1 | -16
Cc1sc(N/N=C/c2cccs2)nc1-c1ccccc1 | 1 | 0.9 | 0.9 | 3 | 6 | 38 | 2.3 | 1.1 | 0.9 | -38
C(=N\Nc1nc2ccccc2s1)/c1cccs1 | 0.5 | 1 | 0.9 | 48 | -1 | 212* | 7.1* | 0.9 | 1 | -15
COc1ccc(N2CCN(c3ccc(N4C(=O)CC(C)C4=O)cc3[N+](=O)[O-])CC2)cc1 (stereo not drawn) | 1 | 1.1 | 1 | -1 | 6 | -4 | 0.9 | 0.9 | 0.9 | 0
CCCCN1C(=O)Nc2ccccc2S1(=O)=O | 1.1 | 0.9 | 1 | -5 | 2 | -8 | 1 | 1.1 | 1 | -4

Just PMI act satM6P, FLuc inhib CS and APP 5'UTR act, for 3 of the compounds above:
SMILES	PMI act satM6P	FLuc inhib CS	APP 5'UTR act
CC(C)(C)C(=O)NC1CCN(S(=O)(=O)c2ccc(C(F)(F)F)cc2)CC1	1.1	-1	6
Cc1sc(N/N=C/c2cccs2)nc1-c1ccccc1	1.1	3	38
Cc1noc(C)c1COC(=O)c1cccc(S(=O)(=O)N2CCCCCC2)c1	0.9	-5	8
